Source: PubChem (Small Molecule Screening Facility, UW Madison)
PriA SSB inh = blocks PriA binding to SSB C-terminal tail; AlphaScreen SSBct-PriA binding, biotinylated peptide; inhibition, % at 33 µM; actives 0.6% (n = 430,000); in the data active means inhibition mostly above about 37%, no sharp cut-off; inactive means mostly below about 20%;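 further: plate controls were negative control peptide for no effect and reference peptide for full effect; strong numbers were not always called active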
* = called active by the depositor; & = joins results of further samples. Not all compounds are listed; count on the stated rates, not on these rows.

| canonical_smiles | PriA SSB inh |
| --- | --- |
| CCOc1ccc(S(=O)(=O)N(CCOC)Cc2ccncc2)cc1F | -8 |
| C[C@](O)(CNC(=O)c1cncc(Br)c1)c1ccc(-c2ccccc2)cc1 | -9 |
| COC(=O)c1c(NC(=O)C2CCCN2S(=O)(=O)c2ccc(Cl)cc2)sc2c1CCCC2 (stereo not given) | 4 |
| CCN(CC)CC(=O)Nc1ccc(Br)cc1C(=O)c1ccccc1 | -14&-7 |
| COc1ccccc1C1C(=C(O)c2ccc(C)cc2)C(=O)C(=O)N1Cc1ccco1 (stereo not given) | 7 |
| CC(C)S(=O)(=O)c1ccc(CC(=O)NCC(C)(O)c2cc3ccccc3o2)cc1 (stereo not given) | -18 |
| O=C1N=C(N2C=CC(=C3C=CNC=C3)C=C2)C(=CN=NC(=O)c2ccccc2O)S1 | -7 |
| Cc1c(C(=O)N2CCC(Oc3ncccc3Cl)CC2)cnn1-c1ccccc1 | -2 |
| CCOc1ccc(-c2csc(-n3nc(C)cc3NC(=O)c3ccccc3C)n2)cc1 | 4 |
| CCOc1ccc(-c2ccc(C)c(NC(=O)c3cccc(OC)c3OC)c2)nn1 | -3 |
| Cc1ccc(C(=O)N/C(=C/C=C\c2ccccc2)C(=O)NC(C)C)cc1 | 2 |
| Cn1c(C(F)(F)F)nn(CCNC(=O)NCc2cccs2)c1=O | 0 |
| COC(=O)C1c2ccsc2CCN1C(=O)NCCc1ccccc1 (stereo not given) | -9 |
| CC(CC(=O)Nc1ccc(N(C)C)cc1)=NNC(=O)Cc1csc(N)n1 | 1 |
| Cc1cc2ccccc2n2c(SCC(=O)NCc3ccco3)nnc12 | -2 |
| CC(C)(C)c1ccc(-c2csc(N)n2)cc1 | 28 |
| COc1ccc(CCNC(=O)C2CCCN(c3cnc4ccccc4n3)C2)cc1OC (stereo not given) | -3 |
| O=S(=O)(NCC1(c2cccs2)CC1)c1cccc(C(F)(F)F)c1 | -2 |
| Cc1nc(C)c(C(=O)NCCNc2cc(-n3cccc3)ncn2)s1 | -5 |
| COc1ccc(CNC(=O)c2cn(-c3cccc(Cl)c3)nn2)c(OC)c1 | -7 |
| N#Cc1cccnc1N1CCC(CNS(=O)(=O)C2CC2)CC1 | -6 |
| COc1ccc(C)c2sc(N(Cc3cccnc3)C(=O)CSc3ccc(F)cc3)nc12 | 11 |
| CO[C@@H](CNS(=O)(=O)c1ccccc1F)c1ccccc1Cl | -5 |
| CN1C(=O)c2ccc(NC(=O)c3ccc(S(C)(=O)=O)cc3)cc2C1=O | -5 |
| CC(=NNC(=O)c1cc(C)[nH]n1)c1cccs1 | -11 |
| CCC(C)(C)C1CCc2sc3nc[nH]c(=O)c3c2C1 (stereo not given) | 2 |
| Cc1cccc(OCCCCn2cnc3ccccc32)c1 | 0 |
| C=CC(C)(C)OCC(O)CN1CCN(c2ccccc2OC)CC1 (stereo not given) | 2&-9 |
| C[C@](O)(CNC(=O)c1ccc2ncsc2c1)c1ccc(-c2ccccc2)cc1 | 5 |
| O=C(CCCCl)Nc1ccc(S(=O)(=O)N2CC3CC(C2)c2cccc(=O)n2C3)cc1 (stereo not given) | -13 |
| CC(=O)Cn1c(=O)c2c(nc3n(-c4cccc(Cl)c4C)c(-c4ccccc4)cn23)n(C)c1=O | 6 |
| Oc1ccc(Br)cc1C=Nn1c(COc2ccccc2)n[nH]c1=S | 2 |
| O=S(=O)(NCCc1ccsc1)c1ccccc1OC(F)(F)F | -24 |
| O=C(Nc1cc(Cl)ccc1Cl)C1Cc2ccccc2OC1=NO (stereo not given) | 1 |
| Cc1cc(F)ccc1S(=O)(=O)Nc1ccc2c(c1)N(CCC(C)C)C(=O)C(C)(C)CO2 | 3 |
| CSc1ncccc1C(=O)N1Cc2cncnc2C1 | -15 |
| O=C(Cc1cccs1)Nc1nc(C(=O)NCc2cccnc2)co1 | 0 |
| Cc1nc(N(C)C)nc(C)c1NC(=O)Nc1cccc(F)c1C | 3 |
| Cc1nc2c(ccc3nc(NC(=O)c4cccc(S(C)(=O)=O)c4)sc32)s1 | -4 |
| COC(=O)N1CCc2ccc(NC(=O)CCc3ccc(C(F)(F)F)cc3)cc2C1 | -10 |
| O=C(NCc1cc(-c2ccc3c(c2)OCO3)on1)c1ccc[nH]c1=O | -13 |
| Cc1ccc(CNC(=O)c2cn(C)c3c(=O)n(-c4ccccc4)c(=O)[nH]c23)cc1 | -8 |
| Cc1cc(C)n(-c2nc(CCNC(=O)C(C)(C)Oc3ccc(Cl)cc3)cs2)n1 | 3 |
| CCOc1ccc(NC(=Nc2nc(C)cc(C)n2)NC(=O)CC)cc1 | -9 |
| COc1cc(NC(=O)CC(C)=NNC(=O)C(=O)NCCO)c(OC)cc1Cl | -2 |
| Cc1ccccc1OCC(=O)Nc1ccc(C)c(N2CCCC2=O)c1 | 5 |
| COc1ccc(N(CC(=O)NN=Cc2cc(Br)c(C)o2)S(=O)(=O)c2ccc(NC(C)=O)cc2)cc1 | -1 |
| COc1ccc(CNC(=O)c2nnn(-c3ccccc3)c2-n2cccc2)c(OC)c1 | -10 |
| CC(=O)c1cccc(NC(=O)CSc2nc3cc(-c4ccccc4)sc3c(=O)n2C)c1 | -2 |
| CN(C)c1cccc(C(=O)NCc2ccnc(-c3cccs3)c2)c1 | -7 |
| CC(C)c1cc(C(=O)N/N=C\C=C\c2ccccc2)n[nH]1 | 9 |
| O=C(CSc1nnc2ccc(-c3ccncc3)nn12)Nc1ccc(Br)cc1 | -8&1 |
| CCOc1ccc2nc(NC(=O)COc3ccc(-n4cccn4)nn3)sc2c1 | 4 |
| COCCN1CCC(CNC(=O)c2ccc(Cl)cc2)CC1 | -11&-1 |
| Cc1ccc2nc(-c3ccc(N(C)C)cc3)sc2c1 | -16 |
| O=C(CC1CCCC1)N1CCN(Cc2nc(-c3ccc(F)cc3)cs2)CC1 | -2 |
| O=C(CSc1nc2scc(-c3ccc(Cl)cc3)c2c(=O)n1-c1ccccc1)Nc1ccc(F)cc1 | 2 |
| O=S(=O)(NCCn1ccnc1-c1ncccn1)c1ccc2c(c1)CCCC2 | 96* |
| COc1ccc(OC)c(CCn2c(=S)[nH]c3c(oc4ccccc43)c2=O)c1 | 28 |
| COc1cccc(C=NNC(N)=S)c1OCc1cccc(Cl)c1 | 30 |

Continuation.
| canonical_smiles | PriA SSB inh |
| --- | --- |
| Cc1cc(S(=O)(=O)N2CCN(c3ccc4nncn4n3)CC2)ccc1F | -1&1 |
| COc1cccc(C(=O)Nc2sc(C)c(C)c2C(N)=O)c1OC | -12 |
| Cc1nc2cc(NC(=O)C3CN(C(=O)c4cnccn4)C3)ccc2s1 | -4 |
| COc1ccccc1CC(N)=NOC(=O)c1ccco1 | -8 |
| COc1cccc(-c2nnc(NC(=O)c3ccc(S(=O)(=O)N4COCC4(C)C)cc3)o2)c1 | -13 |
| CC(Oc1ccccc1)C(=O)NCCn1ccc(C(F)(F)F)n1 (stereo not given) | 5 |
| FC(F)(F)c1cccc(CN2CC(c3nc(-c4ncccn4)no3)C2)c1 | 0 |
| CCCS(=O)(=O)N1CCCC(c2nnc(-c3cccs3)o2)C1 (stereo not given) | 5 |
| Cc1cc(OC2CCN(S(=O)(=O)CCc3ccccc3)CC2)cc(=O)o1 | -7 |
| CCOC(=O)C1CCc2sc(NC(=O)C3CN(C(=O)COc4ccccc4F)C3)nc21 (stereo not given) | -6 |
| O=S(=O)(c1ccc(Cl)cc1)N1CCC(c2nnc(-c3ccco3)o2)CC1 | -12&0 |
| CSc1ccc(NN=C(C#N)S(=O)(=O)C(C)(C)C)cc1 | -3 |
| Cc1noc(C)c1CC(=O)N1CCC[C@H](Oc2nccnc2N(C)C)C1 | -4 |
| CN(C)c1ccc(C(CNC(=O)C(=O)NCc2ccc3c(c2)OCO3)N2CCOCC2)cc1 (stereo not given) | 2 |
| CN(C)S(=O)(=O)c1ccc2nc(NC(=O)c3cccc(N4C(=O)CCC4=O)c3)sc2c1 | -9 |
| Cc1cc(OC2CCN(C(=O)CCc3ccc(Cl)c(C(F)(F)F)c3)CC2)cc(=O)o1 | 16 |
| Cn1nc(C2CC2)cc1N1CCN(C(=O)c2ccc(S(=O)(=O)N3CCCC3)cc2)CC1 | -7 |
| COc1ccc(CCC(=O)Nc2cc(C)nn2-c2nc3c(cnn3-c3cccc(C)c3)c(=O)[nH]2)cc1 | -7 |
| O=C(COc1ccc(Cl)cc1Cl)Nc1n[nH]c(=S)s1 | 4 |
| COc1ccc(Cl)cc1NC(=O)Cc1cc(-c2ccco2)on1 | -7 |
| CCSc1nnc(NC(=O)Nc2ccc(F)cc2)s1 | -3 |
| CCOc1ccc2ccccc2c1C(=O)N[C@@H](C)Cc1ccoc1 | 4 |
| O=S(=O)(NCC[C@H](O)c1ccc2c(c1)OCO2)c1ccc2c(c1)CCO2 | -2 |
| Cc1ccc(-c2nc(NC(=O)C(C)(C)C)sc2C)cc1 | -10 |
| Cc1ccccc1Nc1nc(N2CC(C)OC(C)C2)nc2c1cnn2C (stereo not given) | -10 |
| CCCN1CCCc2cc(CCNS(=O)(=O)c3ccc(C)cc3)ccc21 | 71 |
| CN(C)S(=O)(=O)c1ccc(C(=O)Nc2c3c(nn2CC(=O)NCc2ccco2)CSC3)cc1 | 1 |
| O=C(NCCc1c[nH]c2ccccc12)c1cc(N2C(=O)CCS2(=O)=O)ccc1Cl | -2 |
| COC(=O)c1ccccc1C(=O)N1CCC(CSCc2ccco2)CC1 | 13 |
| Cc1cc(-c2nnc(NC(=O)COc3ccccc3F)o2)n(C)n1 | 17&29 |

Quoted at random: 4 entries already listed
| canonical_smiles | PriA SSB inh |
| --- | --- |
| O=S(=O)(NCC[C@H](O)c1ccc2c(c1)OCO2)c1ccc2c(c1)CCO2 | -2 |
| COc1ccccc1CC(N)=NOC(=O)c1ccco1 | -8 |
| CCSc1nnc(NC(=O)Nc2ccc(F)cc2)s1 | -3 |
| CCOc1ccc2ccccc2c1C(=O)N[C@@H](C)Cc1ccoc1 | 4 |

Carrying on.
canonical_smiles	PriA SSB inh
N#C/C(=C\c1ccc(-c2cccc(C(F)(F)F)c2)o1)C(N)=S	18
Cc1ccc(C(=O)Nc2nnc(C3CCCCC3)o2)cc1C	1
CCOC(=O)c1sc(NC(=O)c2cc(OC)cc(OC)c2)nc1-c1ccccc1	-3
Cc1ccc(C(C)C)c(OCc2nnc(SCC(=O)c3ccc(OC(F)F)cc3)n2-c2ccccc2)c1	-5
COc1ccc(-n2ccn(CC(=O)c3ccc(F)cc3)c(=O)c2=O)cc1Cl	-4
COc1ccc(-n2nnnc2CNC(=O)c2cc(Br)ccc2Cl)cc1	-13
CSc1ccc(C=NN2CCN(Cc3ccc(Cl)cc3)CC2)cc1	3
COc1ccc(C(=O)n2c(SC)nc3ccccc32)cc1OC	3
CO[C@@H](CNC(=O)c1ccc2c(c1)OCO2)c1ccccc1Cl	-4
O=C(NCCCN1CCOCC1)C(=O)NN=Cc1ccc(F)cc1	-25
S=C=NCCn1ccc2ccccc21	-4
O=C(Nc1nnc(-c2ccccc2Cl)s1)c1ccccc1Br	-8
Cc1nnsc1C(=O)NCCOc1cccc2cccnc12	-13
CCc1c(C#N)c(SCc2ccccc2)nc2c1C(=O)CC(C)(C)C2	0
COc1ccc(S(=O)(=O)NCC(c2ccsc2)N2CCc3ccccc3C2)cc1 (stereo not given)	-4
CC1(C)Cc2cccc(OCC(=O)N3CCc4nc5ccc(Cl)cn5c(=O)c4C3)c2O1	-9
COc1ccc(S(=O)(=O)NCC2CCN(Cc3ccccc3)CC2)cc1C	-5
O=S(=O)(NN=C/C=C/c1ccccc1)c1ccccc1	9
COc1ccccc1N1CCN(C(=O)CC2CSc3nc4c(c(=O)n32)CCC4)CC1 (stereo not given)	-6
Cc1cccc(-c2nsc(SCC(=O)OCc3ccccc3)n2)c1	-12
CC(C)OCCCN1CC2=C(C1=O)C(c1ccccc1F)NC(=O)N2 (stereo not given)	-2
Oc1ccc(C=NNC(=S)NC2CC3CCC2C3)cc1 (stereo not given)	4
Cc1ccc(S(=O)(=O)N(CCc2ccccc2)Cc2ccccn2)c(C)c1	-12
O=C(Cn1cccc1)NC1CCC(Oc2ncccn2)CC1 (stereo not given)	-1
COC(=O)c1ccccc1NC(=O)c1cc(C)oc1C	-14
O=S(=O)(Cc1ccccc1)N1CCN(c2cc(-n3cccc3)ncn2)CC1	6
Cc1nc(N2CCN(C(=O)C(C)(C)Oc3ccc(Cl)cc3)CC2)cc(-n2ccnc2)n1	9
CCOC(=O)N1C(C(Cl)(Cl)Cl)N(C)C2=S1N(c1ccccc1)C(c1ccccc1)=N2 (stereo not given)	1
O=C(Cc1cccc2ccccc12)N1CC(S(=O)(=O)C2CCCCC2)C1	-13
Cc1c(Cl)cccc1S(=O)(=O)NC[C@@](O)(c1ccccc1)C(F)(F)F	-9

The closing two records of the part above open the next one:
canonical_smiles	PriA SSB inh
O=C(Cc1cccc2ccccc12)N1CC(S(=O)(=O)C2CCCCC2)C1	-13
Cc1c(Cl)cccc1S(=O)(=O)NC[C@@](O)(c1ccccc1)C(F)(F)F	-9
Cc1sc2[nH]c(=S)n(-c3ccccc3)c(=O)c2c1C	-4
COc1ccc(S(=O)(=O)Nc2cnc(N3CCCC3)nc2)c(OC)c1OC	-22
O=C(Cn1cc(-c2nnc(-c3ccco3)o2)c2ccccc21)NC1CCCC1	-2
Cc1cccc(CS(=O)(=O)NCCCN2CCO[C@H](c3ccccc3)C2)c1	-4
O=C(NN=Cc1cc(Cl)cc([N+](=O)[O-])c1O)c1ccc2c(c1)OCO2	-13
COc1cc(NC(=O)N2C3C=CCC2CC3)cc(OC)c1OC (stereo not given)	-9
C#CCn1c(=NC(=O)c2cc(=O)c3ccccc3o2)sc2cccc(Cl)c21	-1
CSc1cccc(N2CC(c3nc4ccccc4[nH]3)CC2=O)c1 (stereo not given)	3
Cc1cc(C)c(C)c(OCC(O)CN2CC(C)CC(C)C2)c1 (stereo not given)	4
Cc1ccc(F)cc1NC(=O)Cn1cccc(-c2nc(-c3ccccc3)no2)c1=O	-8
Fc1cc(F)c2c(c1)sc1nnc(-c3ccccc3)n12	5
O=C(Nc1ccc2c(c1)OCO2)C(=O)NC1CCCCCC1	-14

Among those listed so far, these contain a tert-butyl group.
canonical_smiles	PriA SSB inh
CC(C)(C)c1ccc(-c2csc(N)n2)cc1	28
CSc1ccc(NN=C(C#N)S(=O)(=O)C(C)(C)C)cc1	-3
Cc1ccc(-c2nc(NC(=O)C(C)(C)C)sc2C)cc1	-10
